Bioassay records (PubChem)
SENP8 block-1: blocks the human protease SENP8; Q96LD8; purified SENP8, Z-RLRGG-aminoluciferin cleavage, luminescence; inhibition, % at 10 µM; 330,000 compounds, 1.2% hits; AID 2540; in the data active = inhibition above about 50%
Target sequence (Q96LD8 whole entry, looked up): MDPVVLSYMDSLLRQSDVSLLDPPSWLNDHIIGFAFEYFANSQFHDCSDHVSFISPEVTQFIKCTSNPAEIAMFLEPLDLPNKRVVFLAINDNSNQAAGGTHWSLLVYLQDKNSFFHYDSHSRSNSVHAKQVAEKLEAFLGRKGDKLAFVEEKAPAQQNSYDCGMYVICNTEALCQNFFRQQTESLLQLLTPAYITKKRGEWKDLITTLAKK
SENP1 FRET inh: blocks the human SENP1 SUMO protease catalytic domain | AID 624204 | inhibition, % at 10 µM | Q9P0U3 | 360,000 compounds, 0.21% hits | recombinant SENP1 catalytic domain, CyPet-SUMO1-YPet FRET cleavage;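 active = inhibition at least 30% at 10 µM, raw YFP signal under a set limit, fluorescence ratio 0.5 to 1.5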;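 also: 0% = enzyme with DMSO and 100% = no enzyme wells; some results filed as inactive read as strong as hits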
Target sequence (Q9P0U3 419-644 limits assumed): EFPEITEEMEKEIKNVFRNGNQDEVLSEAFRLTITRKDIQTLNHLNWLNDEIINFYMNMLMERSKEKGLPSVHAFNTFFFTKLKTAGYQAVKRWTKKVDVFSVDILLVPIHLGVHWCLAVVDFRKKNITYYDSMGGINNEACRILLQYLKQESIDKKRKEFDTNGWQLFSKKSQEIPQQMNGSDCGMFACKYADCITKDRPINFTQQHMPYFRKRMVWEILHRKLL
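material = recombinant human SENP1 catalytic domain, His6-tagged | quantity = 20 pM enzyme | reagent = 25 nM SUMO1 FRET substrate | compound dosing = 10 µM single point, 0.5% DMSO | timing = 50 min enzyme reaction, room temperature, light-protected | detection = FRET, CFP and YFP emission | control set = no-enzyme low, enzyme-DMSO high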
SENP6 inh: inhibitors of human SENP6 protease; AID 2599; 330,000 compounds, 1.8% hits; inhibition, % at 10 µM; Recombinant SENP6 catalytic domain, aminoluciferin luminescence; Q9GZR1;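 active = inhibition above about 50% at the single tested dose, limit read from the data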;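 also: plate controls were DMSO wells with enzyme for no effect and DMSO wells lacking enzyme for full effect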
PfGluPho inh: PfG6PD (Plasmodium falciparum) enzyme inhibition; PfGluPho enzyme, NADPH resazurin-diaphorase fluorescence; inhibition, % at 20 µM; 350,000 compounds, 0.78% hits;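 active = inhibition reaching at least a set limit at 20 µM in the primary screen, cut at about 59% in these data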;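 also: 0% = DMSO wells with substrate and 100% = DMSO wells lacking glucose-6-phosphate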
SENP8 block-2: SENP8 (human) protease inhibition; recombinant SENP8, Nedd8 substrate fluorescence; 360,000 compounds, 0.64% hits; Q96LD8; AID 602440; inhibition, % at 20 µM; in the data active = inhibition mostly above about 40%, no sharp cut-off; inactive = mostly below about 27%
HKDC1 inh: HKDC1 (human) hexokinase inhibition. Q2TB90. recombinant HKDC1, G6PDH/diaphorase resazurin coupled fluorescence. inhibition, % at 20 µM. 340,000 compounds, 0.16% hits. AID 493160;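 active = inhibition above about 35% when tested at 20 µM, limit read from the data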;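 also: plate controls were DMSO wells with enzyme for no effect and DMSO wells lacking enzyme for full effect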
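Test system: HK5 enzyme. Quantity: 5 µg/mL HK5 final. Reagent: glucose and ATP substrates. Schedule: 90 min reaction incubation at room temperature, dark. Technique: resazurin-to-resorufin fluorescence via G6PDH and diaphorase coupling, 525/613 nm. Control set: DMSO wells with and without enzyme mix.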
Apaf-1 inh: inhibitors of human Apaf-1 apoptosome; O14727; reconstituted apoptosome caspase-3 activity, DEVD-Rh110 fluorescence; 330,000 compounds, 0.71% hits; inhibition, % at 20 µM; active = inhibition of at least 40% at 20 µM;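 also: plate controls were DMSO wells for no effect and DEVD-CHO caspase inhibitor wells for full effect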
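detection = Rh110 fluorescence intensity | test system = biochemical Apaf-1 apoptosome reconstitution | also added = cytochrome c and DEVD-Rh110 substrate | schedule = 30 min plus 50 min, RT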
SENP7 block: inhibitors of human SENP7 protease | Q9BQF6 | 330,000 compounds, 1.5% hits | inhibition, % at 5 µM | recombinant SENP7, Z-RLRGG-aminoluciferin luminescence, 40 min;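 active = inhibition above about 50% at the single test dose, limit read from the data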;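 also: plate controls were DMSO with enzyme for no effect and no enzyme buffer wells for full effect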
Target sequence (Q9BQF6 706-1050 limits assumed): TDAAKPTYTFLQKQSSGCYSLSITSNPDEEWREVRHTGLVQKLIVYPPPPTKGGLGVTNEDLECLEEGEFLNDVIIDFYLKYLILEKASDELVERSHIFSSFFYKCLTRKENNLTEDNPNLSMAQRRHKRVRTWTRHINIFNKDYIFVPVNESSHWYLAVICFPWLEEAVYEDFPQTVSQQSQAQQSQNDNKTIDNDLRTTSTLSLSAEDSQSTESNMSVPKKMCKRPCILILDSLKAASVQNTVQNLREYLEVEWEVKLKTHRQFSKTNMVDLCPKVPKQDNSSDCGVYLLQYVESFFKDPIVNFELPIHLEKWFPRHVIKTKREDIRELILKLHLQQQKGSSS
* hit, by the source's call; / = no result given.

Results follow in this order: PfGluPho inh	SENP1 FRET inh	SENP7 block	Apaf-1 inh	SENP8 block-2	SENP6 inh	SENP8 block-1	HKDC1 inh
Nc1nnc(SCC(=O)NCCNC(=O)CSc2nnc(N)s2)s1
  7	1	-12	4	9	-10	-12	-2
COc1ccc(NC(=O)c2cccc(S(=O)(=O)NCc3ccco3)c2)c(OC)c1
  3	2	1	2	5	-3	-2	-8
COc1ccc(S(=O)(=O)N2CCOC2CNC(=O)C(=O)NCCc2ccc(OC)c(OC)c2)cc1 (configuration not stated)
  4	-2	7	4	25	-7	1	3
Nc1cc(=O)[nH]c(SCC(=O)N2N=C(c3ccc(Cl)cc3)CC2c2ccco2)n1 (configuration not stated)
  -22	-70	8	10	-22	0	-13	19
COc1cc(CC(=O)OCC(=O)NCCc2ccc(S(N)(=O)=O)cc2)cc(OC)c1OC
  -8	1	5	-5	-16	-10	1	-6
CCOc1ccc(NC(=S)Nc2cc(-c3ccccc3)[nH]n2)cc1
  15	1	3	-1	7	-7	-4	-3
O=C(NCc1ccncc1)c1ccc(OCc2ccccc2)cc1
  9	4	/	/	17	/	/	-3
Cc1cc(C)n(C(=O)c2ccncc2)n1
  /	/	-1	-10	/	-15	0	/
O=C1CN(S(=O)(=O)c2ccc(F)cc2)c2ccccc2N1
  15	1	-1	-3	14	11	5	-6
COc1cc2c(c(NC(C)=O)c1)N(C(C)=O)CCC2
  -28	2	/	/	21	/	/	9
Cc1cc(C)c(C)c(S(=O)(=O)Nc2ccccc2C(=O)NN2CCOCC2)c1C
  -16	1	1	-3	-13	-5	-8	4
CC(=O)OC1COC(n2ccc3cc([N+](=O)[O-])ccc32)C(OC(C)=O)C1OC(C)=O (configuration not stated)
  8	2	1	-10	21	14	1	4
Cc1nn(C(C)C(=O)NCCN2CCCC2)c(=O)c2c1sc1ccccc12 (configuration not stated)
  9	-11	2	3	-11	15	-1	-7
COc1ccccc1NC(=O)C(=O)NCCC1CCCCN1S(=O)(=O)c1ccccc1 (configuration not stated)
  19	-1	-7	23	19	-10	-18	2
NS(=O)(=O)c1ccc(N/N=C2/CCCc3ccccc32)c([N+](=O)[O-])c1
  6	1	-5	-21	30	-4	2	-2
COc1ccccc1/C=C1/C(=O)N(c2ccccc2)N=C1C
  -16	0	60*	93*	31	14	-3	2
CCN(CC)S(=O)(=O)c1ccc(Cl)c(NC(=O)COC(=O)c2ccc(O)cc2)c1
  -6	1	0	1	8	-6	3	-2
COc1ccc(C2CC(c3ccc4ccccc4c3OC(C)=O)=NN2C(=O)/C=C/c2ccccc2)cc1 (configuration not stated)
  8	1	5	3	-84	-13	4	-2
COc1ccc(-c2nnc3c4ccccc4c(C)nn23)cc1
  2	2	23	15	-67	34	-2	13
COC(=O)C1=[N+]([O-])OC(C(=O)OC)C1c1c[nH]c2ccccc12 (configuration not stated)
  -20	0	13	-19	-1	-13	-7	-7
O=C1c2ccccc2C(O)(c2ccccc2)N1CCc1ccccc1 (configuration not stated)
  19	0	11	10	7	10	-1	0
C=CC[C@@H](CC(=O)OC(C)(C)C)C(=O)OC[C@H]1CCCN1C(=O)[C@@H](CC=C)CC(=O)N[C@H](CO)Cc1ccccc1
  2	1	10	17	8	2	-3	-2
COc1cc(C(=O)OCc2csc(CC(=O)Nc3cc(C)ccc3C)n2)ccc1OC(F)F
  -4	-11	/	/	6	/	/	0
Cc1ccsc1C(=O)OCC(=O)NC1CCCC1
  8	1	8	-2	1	-12	-12	-3
COc1ccc(CCNC(=O)c2cc(-c3ccc(C)c(C)c3O)n[nH]2)cc1OC
  -11	1	1	2	26	-23	-7	-4
C[N+]1(CC(=O)NNc2c3ccccc3nc3ccccc23)CCOCC1
  /	/	-3	6	/	-6	-1	/
CC1CN(S(=O)(=O)c2cccc(C(=O)Nc3ccc(S(=O)(=O)NC4=NCCCCC4)cc3)c2)CC(C)O1 (configuration not stated)
  -16	3	11	9	22	-9	-3	-7
N#CC1=C(Nc2ccccc2)SC=C(c2ccccc2)N=C1N1CCOCC1
  -12	-18	/	/	-7	/	/	-4
CCOC(=O)NC(=O)CSc1ccc(C)cc1C
  -13	0	1	-32	15	-9	6	13
CCc1nnc(NC(=O)Cn2nc(-c3ccc(OC)c(OC)c3)ccc2=O)s1
  -20	-1	8	2	-35	3	-3	0
CN1CCN(CCCNC(=O)CCC(=O)N2CCOc3ccccc32)CC1
  -4	1	-8	1	2	-8	-9	-3
COCCNC(=S)NN=C1CCC(c2ccccc2)CC1 (configuration not stated)
  -3	0	-5	-13	14	9	5	-1
COc1ccc(-c2nc(N3CCCCCC3)sc2C(=O)c2ccccc2)cc1
  17	-8	-5	6	2	-4	3	-1
COC(=O)C1(C)NC(c2ccc(O)cc2)C2C(=O)N(c3ccc(C)cc3)C(=O)C21 (configuration not stated)
  -20	0	7	2	18	6	-2	-1
CN1CCN(C(=O)C2CC(c3c(F)cccc3Cl)=NO2)CC1 (configuration not stated)
  1	1	10	-4	8	-30	9	-14
CC(=O)N1CC(=O)N=C1SCC(=O)Nc1nc(-c2ccccc2)c(-c2ccccc2)s1
  -23	2	6	6	-64	-7	-21	6
CCCc1cc(=O)[nH]c(SCC(=O)Nc2nonc2N)n1
  6	4	14	-6	11	-8	-10	-9
CCOC(=O)c1sc2ncnc(OC)c2c1C
  4	-7	6	11	-4	0	0	-3
COc1cc(OC)c(S(=O)(=O)Nc2ccc(C)cn2)cc1NC(C)=O
  -5	2	-4	3	9	-10	-12	-6
O=C(CCCCC(=O)NC1CCCC1)NC1CCCC1
  7	2	7	-6	32	10	0	-9
NC(=O)[C@@H]1CCCNc2c(I)cc([N+](=O)[O-])cc2C(=O)N[C@@H](CCCN=C(N)N)C(=O)N[C@@H](CCCN=C(N)N)C(=O)N1
  /	/	-3	41*	/	2	15	/
Nc1cc2c(cc1Br)-c1ccccc1C2=NO
  3	3	/	/	29	/	/	-3
COc1ccc(S(=O)(=O)NCC2CCCO2)cc1NC(=O)c1ccccc1 (configuration not stated)
  -8	1	3	5	14	-7	3	-7
COCCn1c(C)cc(C(=O)COC(=O)c2ccc(Cl)c(S(N)(=O)=O)c2)c1C
  -5	-2	-15	14	27	3	-14	2
O=C(N/N=C/C(Br)=C\c1ccccc1)c1n[nH]c2c1CCC2
  14	3	-9	15	8	40	-2	19
COc1ccc(CCNC(=O)C/C(C)=N/NC(=O)Cc2cccc3ccccc23)cc1OC
  -22	-1	-3	-10	12	-26	9	-3
CC(=O)c1ccc(NC(=O)C2CCN(S(=O)(=O)c3ccc4c(c3)N(C(C)=O)CCO4)CC2)cc1
  -7	2	-4	-7	16	1	6	-1
CCc1ccc(OC(=O)c2cccnc2)cc1
  -4	1	-9	6	22	-7	-18	-3
OCCN(CCO)Cc1ccc(Br)cc1
  -2	3	-15	-5	11	-10	-6	-4
O=C1CCc2cc(S(=O)(=O)NCCC(=O)N3CCN(c4cccc(Cl)c4)CC3)ccc2N1
  -25	2	-14	11	17	-20	-11	7

Reprinted from the part before: 2 entries; new compounds follow.
Results follow in this order: PfGluPho inh	SENP1 FRET inh	SENP7 block	Apaf-1 inh	SENP8 block-2	SENP6 inh	SENP8 block-1	HKDC1 inh
OCCN(CCO)Cc1ccc(Br)cc1
  -2	3	-15	-5	11	-10	-6	-4
O=C1CCc2cc(S(=O)(=O)NCCC(=O)N3CCN(c4cccc(Cl)c4)CC3)ccc2N1
  -25	2	-14	11	17	-20	-11	7
CC(C)NS(=O)(=O)c1ccc(Oc2ncc(C(F)(F)F)cc2Cl)cc1
  0	3	4	10	12	-7	-5	1
O=C(NNC(=O)C1CCN(C(=O)Nc2ccccc2)CC1)c1ccc([N+](=O)[O-])cc1
  -13	1	-6	-3	13	-9	-7	-3
CC(C)Cn1cnc2c1c(=O)n(CC(=O)NC(=O)NC(C)(C)C)c(=O)n2Cc1ccccc1
  1	3	2	34	3	-10	0	-1
O=C(NCCNC(=O)c1cc(OCC(F)(F)F)ccc1OCC(F)(F)F)Nc1ccc(OC(F)(F)F)cc1
  13	-1	6	23	21	0	5	-5
NC(=O)c1nsc(C(=O)N(Cc2ccco2)C(C(=O)NCC2CCCO2)c2ccc(O)cc2)c1N (configuration not stated)
  -22	-7	-2	0	-305	8	-2	3
CCN(C(=O)c1cnc(OC)cc1C(F)(F)F)c1ccc(Cl)cc1Cl
  -1	2	11	-3	19	-15	-9	0
O=C(CSc1ccc2ccccc2n1)NCCC1=CCCCC1
  -1	-1	-3	6	12	3	-3	-5
Cc1ccccc1OCCNC(=O)/C=C/c1ccc([N+](=O)[O-])cc1
  -7	2	5	-3	14	7	1	3
Cc1ccn(-c2cc(O)c(-n3ccc(C)n3)cc2O)n1
  10	-23	-9	8	-33	11	-4	2
CN(C)S(=O)(=O)c1ccc(-c2csc(N/N=C/c3ccco3)n2)cc1
  28	11	6	-14	-30	-9	1	-4
O=C(c1ccc2c(c1)N(Cc1cccc(Cl)c1)C(=O)c1ccccc1S2(=O)=O)N1CCN(c2ccccn2)CC1
  0	1	10	-5	31	-3	0	15
COc1ccc(Cc2nc3ccc(C(=O)N4CCCCC4CCO)cc3o2)cc1 (configuration not stated)
  -13	3	13	1	0	-4	-16	-5
Cc1nc2ccc(NC(=O)COc3ccccc3)cc2s1
  -10	2	/	/	16	/	/	1
CC(C)CCN(N=O)[C@@H](Cc1ccccc1)CN(N=O)[C@@H](Cc1ccccc1)CN(C)N=O
  12	1	14	19	2	-10	-14	3
CN(C(=O)c1ccccc1Cl)c1ccccc1C(=O)NCCc1ccccc1
  -1	1	10	4	7	10	5	-7
CCCn1c(SCC(=O)N2CCCCC2)nnc1C(C)C
  -4	3	-1	7	22	-38	-12	-3
O=C(O)c1ccc(CNCc2ccccc2F)cc1
  -12	-1	-4	-7	7	3	5	-5
Cc1c(C2(O)CCCCC2)[nH]c2ccc(C(F)(F)F)cc12
  24	0	6	25	9	-9	3	3
O=C(CNC(=O)c1ccccc1F)Nc1ccccc1C(F)(F)F
  -9	1	-2	-22	11	-9	2	0
O=C(c1ccc([N+](=O)[O-])cc1)N1CCN(C(=O)c2ccco2)CC1
  -9	2	-5	-1	16	-3	-4	-8
Cc1ccc(C(=O)NCC(=O)Nc2ccccc2C(F)(F)F)cc1
  -14	-1	3	-7	15	-1	-3	-5
O=C(C[C@H]1C/C=C\C[C@H](Cc2ccc(F)cc2)C(=O)OCCNC1=O)NCCO
  2	1	4	4	-6	10	7	-4
CCOC(=O)c1c(C)[nH]c(C(=O)CSc2nnc(CC(C)c3ccccc3)o2)c1C (configuration not stated)
  -10	-3	-9	12	9	-13	4	-5
Cn1ccnc1C(=O)C1CCCN(Cc2cn[nH]c2-c2ccc(-c3ccccc3)cc2)C1 (configuration not stated)
  15	-1	2	1	11	6	-5	-5
O=C(Cn1cc(/C=N/O)c2ccccc21)N1CCOCC1
  -4	1	3	1	15	-8	-3	-2
CC(=O)Nc1ccc(S(=O)(=O)Nc2nnc(Cc3ccc(Cl)cc3)s2)cc1
  -4	1	-5	7	14	-13	1	-2
O=C(Nn1c(-c2ccc(F)cc2)nc2ccccc2c1=O)C1CCCCC1
  2	3	-8	-10	2	-1	0	-2
